Assay outcomes: PubChem BioAssay, NMMLSC
Bcl-XL Bim block: disrupts Bim peptide binding to human Bcl-XL; bead flow cytometry, fluorescence; inhibition, % at 10 µM; Q07817; AID 1007; 190,000 tested, 0.04% active
Bfl-1 Bim block: human Bim-Bfl-1 interaction inhibition; Bead-based flow cytometry, Bim-Bfl-1 binding inhibition; 190,000 tested, 0.12% active; inhibition, % at 10 µM; Q16548;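 further: 0% = wells without compound plus tracer and 100% = blocker peptide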
RGS8-Gao: regulators of human RGS8-Galphao interaction; P09471; response (percent of control binding), % at 10 µM; 220,000 tested, 0.34% active; multiplexed bead flow cytometry, RGS8-Galphao binding; actives lie on both sides; in the data active means response below about 60% or above about 140%; inactive means in between;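 further: Galphao activated as the GDP aluminium fluoride complex binding bead-coupled RGS8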
Bim-Bcl-B: disrupts Bim peptide binding to human Bcl-B | Q9HD36 | bead-based flow cytometry | inhibition, % at 10 µM | 190,000 tested, 0.073% active;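 further: 0% = tracer peptide without compound and 100% = reference inhibitor peptide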
Target sequence (Q9HD36 whole entry, looked up): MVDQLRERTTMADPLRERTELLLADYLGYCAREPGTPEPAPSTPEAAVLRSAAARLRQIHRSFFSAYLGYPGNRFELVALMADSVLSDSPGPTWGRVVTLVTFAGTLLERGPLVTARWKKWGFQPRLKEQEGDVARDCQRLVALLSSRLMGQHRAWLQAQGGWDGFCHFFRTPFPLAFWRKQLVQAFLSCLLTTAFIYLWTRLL
Mcl-1 Bim block: inhibitors of Bim-Mcl-1 interaction, human; Bead-based flow cytometry, Bim peptide-Mcl-1 binding; inhibition, % at 10 µM; 190,000 tested, 0.1% active; AID 1009;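 further: 0% = no compound tracer wells and 100% = peptide blocker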
Bim-Bcl-W: inhibitors of Bim-Bcl-W interaction, human; Q92843; bead-based flow cytometry, Bim peptide-Bcl-W binding; inhibition, % at 10 µM; 190,000 tested, 0.02% active; AID 952;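 further: 0% = bound tracer without compound and 100% = peptide blocker; higher means less fluorescent Bim peptide bound to Bcl-W beads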
Target sequence (Q92843 whole entry, looked up): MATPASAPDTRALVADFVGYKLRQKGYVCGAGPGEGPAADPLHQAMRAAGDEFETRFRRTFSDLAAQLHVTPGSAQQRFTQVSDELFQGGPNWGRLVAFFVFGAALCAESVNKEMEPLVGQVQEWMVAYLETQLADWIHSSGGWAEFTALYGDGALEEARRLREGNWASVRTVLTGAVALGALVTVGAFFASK
Bcl-2 Bim block: inhibitors of Bim-Bcl-2 interaction, human | inhibition, % at 10 µM | Bead-based flow cytometry, Bim peptide-Bcl-2 binding | 190,000 tested, 0.06% active | P10415; in the data active means inhibition above about 40%; inconclusive means no clear call, values can overlap the other calls;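 further: 0% = no compound wells with probe peptide and 100% = reference peptide inhibitor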
ABCB1 inh: human ABCB1 inhibition, ABCG2 as counter-screen; P08183; CCRF-Adr cells, JC-1 efflux, flow cytometry; inhibition, % at 6.6 µM; 190,000 tested, 0.067% active; in the data active means inhibition above about 40%;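 further: 0% = vehicle and 100% = reference inhibitor; higher value means more JC-1 retained so stronger ABCB1 efflux block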
RGS7-Gao reg: regulators of human RGS7-Galphao interaction; P09471; AID 1439; binding response (% of control), % at 10 µM; 220,000 tested, 0.35% active; Multiplexed bead flow cytometry, RGS7-Galphao binding; actives lie on both sides; in the data active means binding response below about 49% or above about 150%; inconclusive means no clear call, values can overlap the other calls; inactive means in between;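 further: fluorescent Galphao held in activated GDP-AlF4 state binding bead-coupled RGS7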
ABCG2 block: blocks JC-1 efflux by human ABCG2 transporter; Q9UNQ0; IgMXP3 cells, flow cytometry; inhibition, % at 6.6 µM; 190,000 tested, 0.1% active;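 active means inhibition above 80%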;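 further: 0% = DMSO and 100% = nicardipine control wells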
Target sequence (Q9UNQ0 whole entry, looked up): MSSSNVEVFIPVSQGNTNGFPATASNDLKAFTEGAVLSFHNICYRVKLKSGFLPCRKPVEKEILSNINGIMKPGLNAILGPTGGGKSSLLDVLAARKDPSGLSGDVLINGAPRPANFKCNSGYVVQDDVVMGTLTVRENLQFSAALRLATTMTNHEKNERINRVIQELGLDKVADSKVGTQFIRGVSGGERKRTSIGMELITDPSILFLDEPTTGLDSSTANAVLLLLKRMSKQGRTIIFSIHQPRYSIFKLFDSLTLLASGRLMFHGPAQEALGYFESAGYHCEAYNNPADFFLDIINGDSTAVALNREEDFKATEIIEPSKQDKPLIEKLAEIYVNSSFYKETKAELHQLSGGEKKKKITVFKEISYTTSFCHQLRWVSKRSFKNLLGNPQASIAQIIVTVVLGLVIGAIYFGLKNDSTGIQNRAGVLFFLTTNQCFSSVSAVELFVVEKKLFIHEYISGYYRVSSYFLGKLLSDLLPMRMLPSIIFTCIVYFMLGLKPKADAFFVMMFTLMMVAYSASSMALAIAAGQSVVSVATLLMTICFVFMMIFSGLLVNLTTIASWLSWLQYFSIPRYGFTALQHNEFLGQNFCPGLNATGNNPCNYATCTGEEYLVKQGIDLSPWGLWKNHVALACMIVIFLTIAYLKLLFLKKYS
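Test system: ABCG2 IgMXP3 and barcoded ABCB1 CCRF-Adr cell mix; Schedule: cells with compound and JC-1, 10 min at 25 °C, rotating, no wash; Technique: flow cytometry of retained JC-1 fluorescence; Measure: % inhibition of efflux relative to nicardipine and DMSO; Controls: nicardipine high and DMSO low controls.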
RGS4-Gao reg: modulates binding of RGS4 to human Galphao; P09471; Multiplexed bead flow cytometry; actives lie on both sides; binding response (% of control), % at 10 µM; 220,000 tested, 0.33% active; in the data active means binding response below about 49% or above about 150%; inactive means in between;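 further: fluorescent Galphao activated with aluminum fluoride binding bead-coupled RGS4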
An asterisk follows results filed as active; ? = inconclusive. Unless noted, no stated cut-off is given here; in the data, active means inhibition above about 40%.

SMILES	Bcl-XL Bim block	Bfl-1 Bim block	RGS8-Gao	Bim-Bcl-B	Mcl-1 Bim block	Bim-Bcl-W	Bcl-2 Bim block	ABCB1 inh	RGS7-Gao reg	ABCG2 block	RGS4-Gao reg
CCOc1cc(C2/C(=C(\O)c3cc(C)ccc3C)C(=O)C(=O)N2CCN(C)C)ccc1O (stereo not drawn)	0	0	102	1	0	0	0	-0.3	98	0	101
Cc1ccsc1/C=N/N1CCN(c2ccccc2)CC1	-4	7	99	-4	-2	0	1	0.3	99	1	97
O=C(NCc1cccnc1)C1c2ccccc2C(=O)N1Cc1ccccc1 (stereo not drawn)	-1	-8	97	-5	-1	0	-8	0.6	100	2	89
Cn1c(=O)[nH]c(=O)c2c1nc(Br)n2Cc1ccccc1Cl	7	6	96	5	1	8	5	0.8	96	1	94
CCOC(=O)c1cc(-c2cccs2)nn1CCC#N	-3	-9	98	-8	1	0	-4	-0.1	97	0	100
O=C(Oc1ccc2c(c1)C(=O)c1ccccc1CO2)c1ccccc1	-14	-13	102	-5	0	4	-10	0.3	101	2	103
NC(=O)CCn1nc(-c2ccccc2)c2ccccc2c1=O	-7	-14	101	-12	-4	-6	-12	0.6	102	12	102
Cc1cc(Cl)ccc1Oc1ccc(C(N)=O)cc1[N+](=O)[O-]	-2	-5	100	-7	-3	-1	-6	1.1	101	13	99
COc1ccc2c(c1)SCC/C2=C\CN1C(=O)CCC1=O	-2	-2	95	-5	-4	-2	1	-0.5	100	-5	100
CCCC1=C(C(=O)OCC)C(c2ccc(OC)c(CSc3ccccn3)c2)C(C#N)=C(N)O1 (stereo not drawn)	-6	-2	98	-5	-4	-4	-4	2.0	99	9	98
CCn1c2ccccc2c2cc(NC(=O)C(C)Oc3ccc(OC)cc3)ccc21 (stereo not drawn)	-4	-3	107	-5	-1	-2	-2	4.4	106	21	103
CCOc1ccccc1NC(=O)COC(=O)c1cccc(-c2ccc(OC(C)=O)cc2)c1	-4	-5	105	0	-3	-1	-8	0.7	104	6	104
O=C(COC(=O)COc1ccccc1[N+](=O)[O-])Nc1cccc(Br)c1	-4	-2	101	-7	-5	-3	-5	9.2	105	1	103
C=CCn1c(C)cc(C(=O)COc2ccc(C)nc2[N+](=O)[O-])c1C	0	1	100	-6	-4	1	0	1.8	101	32	103
CC(C)(C)NS(=O)(=O)c1cccc(S(=O)(=O)c2cccc(S(=O)(=O)NC(C)(C)C)c2)c1	-4	-2	95	-2	-4	-7	-2	0.6	97	1	98
CCC(C)NC(=O)c1ccc(CSc2nc3ccncc3n2Cc2ccc(F)cc2)cc1 (stereo not drawn)	-2	-3	102	-5	-4	-3	0	1.2	101	30	106
O=C(CNc1cccc2ccccc12)c1ccc([N+](=O)[O-])cc1	-5	-5	97	-9	-1	-4	-3	0.3	97	7	98
CCOC(=O)c1cc2sccc2n1CC(=O)O	-6	-6	112	0	-2	-3	-4	1.6	110	1	109
Cc1cc2cc(CNC(=O)Nc3cccc(Cl)c3)ccc2n1C	0	-2	100	-2	2	2	-3	0.0	86	-1	96
COc1ccc(/C=N/N2CCN(C)CC2)cc1OC	-4	-8	104	-8	0	4	-11	0.3	104	2	102

Some of the entries so far, with two lines to a compound.
Second line of a record: Bcl-XL Bim block | Bfl-1 Bim block | RGS8-Gao | Bim-Bcl-B | Mcl-1 Bim block | Bim-Bcl-W | Bcl-2 Bim block | ABCB1 inh | RGS7-Gao reg | ABCG2 block | RGS4-Gao reg
O=C(Oc1ccc2c(c1)C(=O)c1ccccc1CO2)c1ccccc1
  -14 | -13 | 102 | -5 | 0 | 4 | -10 | 0.3 | 101 | 2 | 103
NC(=O)CCn1nc(-c2ccccc2)c2ccccc2c1=O
  -7 | -14 | 101 | -12 | -4 | -6 | -12 | 0.6 | 102 | 12 | 102
Cc1cc(Cl)ccc1Oc1ccc(C(N)=O)cc1[N+](=O)[O-]
  -2 | -5 | 100 | -7 | -3 | -1 | -6 | 1.1 | 101 | 13 | 99
COc1ccc2c(c1)SCC/C2=C\CN1C(=O)CCC1=O
  -2 | -2 | 95 | -5 | -4 | -2 | 1 | -0.5 | 100 | -5 | 100
CCCC1=C(C(=O)OCC)C(c2ccc(OC)c(CSc3ccccn3)c2)C(C#N)=C(N)O1 (stereo not drawn)
  -6 | -2 | 98 | -5 | -4 | -4 | -4 | 2.0 | 99 | 9 | 98
CCn1c2ccccc2c2cc(NC(=O)C(C)Oc3ccc(OC)cc3)ccc21 (stereo not drawn)
  -4 | -3 | 107 | -5 | -1 | -2 | -2 | 4.4 | 106 | 21 | 103
CCOc1ccccc1NC(=O)COC(=O)c1cccc(-c2ccc(OC(C)=O)cc2)c1
  -4 | -5 | 105 | 0 | -3 | -1 | -8 | 0.7 | 104 | 6 | 104
O=C(COC(=O)COc1ccccc1[N+](=O)[O-])Nc1cccc(Br)c1
  -4 | -2 | 101 | -7 | -5 | -3 | -5 | 9.2 | 105 | 1 | 103
C=CCn1c(C)cc(C(=O)COc2ccc(C)nc2[N+](=O)[O-])c1C
  0 | 1 | 100 | -6 | -4 | 1 | 0 | 1.8 | 101 | 32 | 103
CC(C)(C)NS(=O)(=O)c1cccc(S(=O)(=O)c2cccc(S(=O)(=O)NC(C)(C)C)c2)c1
  -4 | -2 | 95 | -2 | -4 | -7 | -2 | 0.6 | 97 | 1 | 98
CCC(C)NC(=O)c1ccc(CSc2nc3ccncc3n2Cc2ccc(F)cc2)cc1 (stereo not drawn)
  -2 | -3 | 102 | -5 | -4 | -3 | 0 | 1.2 | 101 | 30 | 106
O=C(CNc1cccc2ccccc12)c1ccc([N+](=O)[O-])cc1
  -5 | -5 | 97 | -9 | -1 | -4 | -3 | 0.3 | 97 | 7 | 98
CCOC(=O)c1cc2sccc2n1CC(=O)O
  -6 | -6 | 112 | 0 | -2 | -3 | -4 | 1.6 | 110 | 1 | 109
Cc1cc2cc(CNC(=O)Nc3cccc(Cl)c3)ccc2n1C
  0 | -2 | 100 | -2 | 2 | 2 | -3 | 0.0 | 86 | -1 | 96
COc1ccc(/C=N/N2CCN(C)CC2)cc1OC
  -4 | -8 | 104 | -8 | 0 | 4 | -11 | 0.3 | 104 | 2 | 102

Remaining list, next part
SMILES	Bcl-XL Bim block	Bfl-1 Bim block	RGS8-Gao	Bim-Bcl-B	Mcl-1 Bim block	Bim-Bcl-W	Bcl-2 Bim block	ABCB1 inh	RGS7-Gao reg	ABCG2 block	RGS4-Gao reg
CCOCc1cnc(C)nc1NCC(=O)c1c(C)n(C)c2ccc(OC)cc12	-6	-6	100	-4	3	3	-1	0.1	106	2	102
O=C(Oc1cccc(NC2=NS(=O)(=O)c3ccccc32)c1)c1ccncc1	-4	-9	98	-3	-3	-1	-6	0.0	99	0	97
Cc1cc(O)c(C(=O)c2ccccc2C(=O)O)cc1C	-2	-4	99	0	2	-2	-2	1.0	91	5	91
CCCC(=O)N1CCN(c2ccc([N+](=O)[O-])cc2Cl)CC1	-3	-1	98	-12	-2	-2	-1	1.0	94	13	94
Cc1ccsc1/C=N/N1CCN(Cc2ccccc2)CC1	0	-4	107	-2	0	1	-1	0.3	103	1	103
O=C(O)CCCC(=O)NNc1ncnc2ccccc12	-19	-7	104	-9	-24	-17	-6	0.0	101	0	100
FC(F)(F)c1cc(CCN2C(=S)NC[C@@H]2Cc2ccccc2)cc(C(F)(F)F)c1	-4	-2	99	-7	1	-3	-2	1.0	102	5	103
COc1ccc(-c2nsc3c(SCC(=O)Nc4cc(C)ccc4C)ncnc23)cc1	0	0	101	6	8	5	5	-0.1	96	0	96
CCOc1ccc(CNC(=O)C2CCCN(S(C)(=O)=O)C2)cc1OC (stereo not drawn)	-7	-18	100	-9	-4	-3	-9	1.2	99	0	98
COCCCNC(=O)CC(NS(=O)(=O)c1ccc(F)cc1)c1ccc(OC)cc1 (stereo not drawn)	-6	-11	103	-12	0	0	-6	-0.3	102	0	105
O=C(Nc1ccc2c(c1)OCO2)c1cccc(F)c1	-14	-21	102	-10	-3	0	-11	0.6	105	5	106
Cc1cccc(-n2ccnc2SCC(=O)Nc2nnc(C)s2)c1	-10	-6	100	-11	-4	-6	-6	0.1	100	1	100
COc1ccc(N2CCN(C(=O)CN(c3cccc(Br)c3)S(C)(=O)=O)CC2)cc1	3	-2	100	0	8	7	-2	0.2	100	1	98
CCn1c(Nc2ccccc2Cl)nc2ccccc21	1	-3	99	-1	3	1	-2	0.5	?	45	98
CCOC(=O)Cc1csc(N(C)C)n1	0	-3	100	-4	0	-1	3	0.3	104	7	102
CN(C)CCC(=O)NCC1OCCc2ccccc21 (stereo not drawn)	-10	-15	101	-7	-1	0	-7	0.9	95	4	95
O=C(CC1N=C(Cc2ccccc2)NNC1=O)N/N=C/c1ccc([N+](=O)[O-])cc1 (stereo not drawn)	-2	-2	103	-1	-1	-3	-3	0.0	100	1	102
CCOC(=O)CN(C#N)c1nc(C)cc(C)n1	-1	-2	96	-2	-2	-2	0	0.1	96	0	97
CC[n+]1c(C)cc2c(sc3ccccc32)c1C	3	0	102	-7	1	1	0	1.4	?	2	105
O=C(CSc1nnc(CNc2cccc(C(F)(F)F)c2)n1Cc1ccco1)NCc1ccco1	0	6	95	-1	-2	-3	-3	0.6	94	2	95
O=C(NNc1nc2ccc(Cl)cc2s1)c1cc(-c2cccs2)nc2ccccc12	-6	0	103	-5	-4	-6	-1	-1.6	102	0	101
C=CCc1ccc(OCC(O)CN2CCN(Cc3ccc(Cl)cc3)CC2)c(OC)c1 (stereo not drawn)	-6	-1	105	-2	-2	-5	-1	5.3	103	-6	102
CCOC(=O)CSc1nnc2cc(C)c3ccccc3n12	-3	1	101	-1	0	-2	1	0.0	101	0	103
COc1cccc(C2C(C#N)=C(N)OC(C(C)(C)C)=C2C#N)c1 (stereo not drawn)	-4	-3	96	-1	-1	-4	-1	1.1	97	3	91
COc1ccccc1NS(=O)(=O)c1cccc(NC(=O)Nc2cccc(Cl)c2)c1	0	0	103	0	0	0	-4	-0.4	108	-4	110
O=C(Cc1cccs1)N(CC1CCCO1)C1(C(=O)NC2CCCCC2)CCCCC1 (stereo not drawn)	-3	-3	105	-3	4	-1	-1	0.8	105	0	105
O=C(c1ccc(SCc2cccc(Br)c2)c([N+](=O)[O-])c1)N1CCN(c2ccccn2)CC1	0	-3	100	0	0	0	-1	1.9	100	7	98
N[C@@H](Cc1ccc(O)cc1)c1nnc([C@H](CCC(=O)O)NC(=O)C2CCNCC2)o1	2	-4	96	-2	0	0	0	0.2	90	0	94
CCc1nnc(NC(=O)CSc2nnc(Cc3cccn3C)n2CCOC)s1	-4	-10	110	-5	0	0	-10	-0.6	104	4	104
Cn1c(C(C#N)C2=C(Cl)C(=O)N(c3ccccc3)C2=O)nc2ccccc21 (stereo not drawn)	-13	-1	92	-4	-4	4	-3	2.4	87	3	99
O=S(=O)(c1ccccc1)N1CCN(c2cc(-c3ccccc3)nc3ncnn23)CC1	1	0	95	-3	-7	-2	-2	3.6	96	2	97
